Source: PubChem BioAssay (several laboratories)
DSG3 Ab inh: inhibitors of pemphigus antibody binding to DSG3, primary screen, biochemical, bead-based, flow cytometry, scFv-GFP | 310,000 compounds, 0.48% hits | binding (percent of control), % at 10 µM | DSG3-coupled beads, scFv-anti-DSG3-GFP binding; active compounds read low;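 active = binding more than 3 SD below its plate's average and above zero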;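 note: hits lower antibody fragment binding to DSG3; some compounds called inactive have numbers as strong as hits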
Target sequence (P32926 whole entry, looked up, the tested form may be a part): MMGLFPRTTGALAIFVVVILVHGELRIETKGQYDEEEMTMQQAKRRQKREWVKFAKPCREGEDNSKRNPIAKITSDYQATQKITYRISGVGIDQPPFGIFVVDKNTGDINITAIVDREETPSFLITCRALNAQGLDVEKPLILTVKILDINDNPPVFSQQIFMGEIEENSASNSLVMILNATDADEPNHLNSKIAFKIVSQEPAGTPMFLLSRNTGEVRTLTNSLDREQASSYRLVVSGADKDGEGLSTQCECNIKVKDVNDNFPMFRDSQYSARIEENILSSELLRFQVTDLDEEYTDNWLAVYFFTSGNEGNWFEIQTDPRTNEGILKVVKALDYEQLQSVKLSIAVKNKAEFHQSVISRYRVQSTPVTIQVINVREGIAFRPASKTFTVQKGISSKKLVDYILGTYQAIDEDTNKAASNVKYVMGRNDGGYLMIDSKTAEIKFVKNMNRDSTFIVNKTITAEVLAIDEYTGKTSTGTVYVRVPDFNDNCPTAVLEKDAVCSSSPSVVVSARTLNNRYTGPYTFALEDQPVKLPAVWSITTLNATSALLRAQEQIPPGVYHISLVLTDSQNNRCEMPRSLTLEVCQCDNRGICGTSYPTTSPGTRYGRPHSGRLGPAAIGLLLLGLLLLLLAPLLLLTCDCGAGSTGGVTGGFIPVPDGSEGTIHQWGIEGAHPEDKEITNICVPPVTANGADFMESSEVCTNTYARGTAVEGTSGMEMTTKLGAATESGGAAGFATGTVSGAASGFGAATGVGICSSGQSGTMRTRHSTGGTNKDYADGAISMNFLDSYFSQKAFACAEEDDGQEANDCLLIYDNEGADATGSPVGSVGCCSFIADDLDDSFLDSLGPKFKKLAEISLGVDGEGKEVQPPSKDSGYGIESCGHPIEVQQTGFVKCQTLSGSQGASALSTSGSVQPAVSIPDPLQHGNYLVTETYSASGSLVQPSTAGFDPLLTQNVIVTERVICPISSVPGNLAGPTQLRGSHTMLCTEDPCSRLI
Wnt act: Wnt/beta-catenin pathway activators, primary screen, cell-based, plate reader, single point. AID 743398, 2014. 300,000 compounds, 1.2% hits. activation, % at 9.35 µM. Wnt/beta-catenin reporter cell assay, activator; in the data active = activation above about 30%, passing the limit was not always enough;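 note: 0% = neutral control wells and 100% = positive control wells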
LANA DNA inh: inhibitors of KSHV C-LANA binding to DNA, primary screen, biochemical, fluorescence polarization, FAM-LBS DNA, MBP-C-LANA, single point; Kaposi's sarcoma herpesvirus LANA C-terminal domain (residues 932-1162) DNA binding; AID 504423, 2011; inhibition, % at 9 µM; 340,000 compounds, 0.078% hits;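 active = highest replicate inhibition at or above 60% at 9 µM, even if other replicates fall short; inactive = all replicates below 60% inhibition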;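 note: 0% = neutral control wells and 100% = 4 µM acridine orange control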
cardiac RTF act: cardiac RTF calcium sensitivity activators, primary screen, biochemical, IANBD-TnC fluorescence, EC20 calcium; Troponin I, cardiac muscle (Homo sapiens) + Troponin T, cardiac muscle (Homo sapiens) + …; AID 493008, 2010; 340,000 compounds, 0.24% hits; IANBD-labeled TnC RTF fluorescence at EC20 calcium; 0% EC20 calcium, 100% full calcium; activation, % at 7.2 µM;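 active = activation above the mean over all tested compounds plus 3 SD, cut at about 30% in these data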;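 note: rise in fluorescence read as greater calcium sensitivity of cardiac thin filaments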
MOR-DOR inv ag: inverse agonists of MOR-DOR heterodimerization, primary screen, cell-based, luminescence; Mu-type opioid receptor (Homo sapiens) + Delta-type opioid receptor (Homo sapiens), …; cell-based MOR-DOR heterodimer luminescence, inverse agonism; inhibition, % at 9.3 µM; 340,000 compounds, 0.21% hits; in the data active = inhibition above about 22%, passing the limit was not always enough;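 note: 0% = cells with DMSO and 100% = wells without cells with DMSO; values of inactives mirror those of a sister screen read the other way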
V-ATPase pHluor: regulators of yeast V-ATPase proton pumping, primary screen, pHLuorin cytosolic pH fluorescence. response, % at 10 µM. 350,000 compounds, 0.37% hits. S. cerevisiae. AID 504577, 2011; in the data active = response mostly above about 7.3%, no sharp cut-off; inactive = mostly below about 5.4%; note: actives read high; inactives centre near 0; some compounds called inactive have numbers as strong as hits; reference of the scale not given here
Cardiac RTF inh: cardiac RTF calcium sensitivity inhibitors, primary screen, biochemical, IANBD-TnC fluorescence, EC70 calcium | Troponin I, cardiac muscle (Homo sapiens) + Troponin T, cardiac muscle (Homo sapiens) + … | IANBD-labeled cardiac RTF, Ca2+ fluorescence | inhibition, % at 7.15 µM | 340,000 compounds, 0.12% hits | AID 493244, 2011;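 active = inhibition above the mean inhibition of all tested compounds plus 3 SD, cut at about 17% in these data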;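 note: assay run at fixed EC70 calcium of 1.6 mM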
Arrestin-AP2 inh: inhibitors of beta-arrestin/AP2 binding, primary screen, biochemical, GPCR trafficking, flow cytometry | 340,000 compounds, 0.31% hits | inhibition, % at 10 µM | FITC-arrestin peptide / GST-AP2 beads; AP2 beta2 appendage carries R879A mutation | beta-arrestin 1 C-terminal peptide binding to AP2 beta2-adaptin appendage (human);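 active = inhibition above a set limit, near 3 SD of compounds lacking own fluorescence, cut at about 54% in these data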;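 note: plate controls were DMSO wells for no effect and 5 µM unlabelled arrestin peptide for full effect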
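system = GST-tagged AP2 beta2-adaptin appendage (R879A) on 4 µm glutathione beads | reagent = FITC-labelled arrestin peptide probe, 50 nM final | schedule = compound with beads 12 min RT, then probe 1 h RT | signal = HyperCyt-sampled flow cytometry, FL1 channel, ex 488/em 535 nm | read-out = percent response from loss of bead-bound FITC fluorescence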
Keap1 Nrf2 FP: Keap1-Nrf2 protein-protein interaction inhibitors, primary screen, biochemical, fluorescence polarization, single point; AID 504523, 2011; inhibition, % at 9.4 µM; Kelch-like ECH-associated protein 1 (Homo sapiens), Q14145; 340,000 compounds, 0.15% hits; Keap1 Kelch-Nrf2 peptide fluorescence polarization, 1536-well; in the data active = inhibition above about 12%;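 note: human Keap1 Kelch domain with fluorescein labeled Nrf2 9mer peptide probe; 0% = neutral control wells and 100% = peptide positive control; higher means more block of Keap1 binding to Nrf2 peptide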
OPRM1-OPRD1 ag: agonists of OPRM1-OPRD1 heterodimerization, primary screen, cell-based, luminescence; cells; activation, % at 9.3 µM; 340,000 compounds, 0.3% hits; AID 504326, 2011; in the data active = activation above about 18%;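 note: 0% = vehicle-treated cells and 100% = reference agonist; values of inactives mirror those of a sister screen read the other way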
* = called active by the depositor; x = no result given. Not a hit list; about 3.1% have a hit in one of these screens.

Below each SMILES – DSG3 Ab inh	Wnt act	LANA DNA inh	cardiac RTF act	MOR-DOR inv ag	V-ATPase pHluor	Cardiac RTF inh	Arrestin-AP2 inh	Keap1 Nrf2 FP	OPRM1-OPRD1 ag
> COc1c2c(cc3oc(C)cc(=O)c13)OC(C(C)(C)OC1OC(CO)C(O)C(O)C1O)C2 (centres undefined)
  98	1	0.2	8	11	-2	-7	22	1	-2.0
> CCC(C)Sc1nc2c(cnn2-c2ccc(C)cc2)c(=O)[nH]1 (centres undefined)
  102	-3	0.6	-1	-4	-2	-5	-10	-3	0.8
> Clc1ccc(-c2cccs2)nn1
  105	1	1.5	-1	5	7	-22	16	4	-0.9
> Cc1ccc(-n2c(C)nnc2SCC(=O)N2CCc3ccccc3C2)cc1C
  106	8	0.6	5	13	-3	1	6	3	-2.4
> O=C(CSc1cccs1)NCCc1ccccc1
  x	6	-0.4	1	2	-3	0	6	-2	-0.4
> COC(=O)c1ccccc1S(=O)(=O)N1CCC(C(=O)NC2CCCCC2C)CC1 (centres undefined)
  98	-1	-0.6	-3	16	3	-9	-6	-1	-4.2
> COc1ccc(NC(=O)CN2CCC(n3c(C)nc4cc(F)ccc43)CC2)c(OC)c1
  x	x	-3.7	-3	10	-4	-3	24	-1	-1.6
> CCOC(=O)Cc1ccc(NC(=O)c2ccc([N+](=O)[O-])cc2)cc1
  101	1	-0.8	2	-24	5	-10	4	-3	4.6
> Cc1ccc(S(=O)(=O)N(C)CC(=O)OCC(=O)N2CCCC2=O)cc1
  81	1	-0.6	0	13	-2	7	22	0	-2.9
> CCOC(=O)Nc1ccc2c(c1)N(C(=O)CN1CCN(C)CC1)c1ccccc1S2
  104	x	0.0	2	1	-1	-2	6	-4	-0.2

Below each SMILES – DSG3 Ab inh	Wnt act	LANA DNA inh	cardiac RTF act	MOR-DOR inv ag	V-ATPase pHluor	Cardiac RTF inh	Arrestin-AP2 inh	Keap1 Nrf2 FP	OPRM1-OPRD1 ag
> O=C(c1cccc([N+](=O)[O-])c1)N1CCCC(C(=O)N2CCc3ccccc3C2)C1 (centres undefined)
  118	-2	-1.9	2	13	-2	-7	6	-3	-2.6
> COc1ccc(CCNC(=O)c2ccc3ccccc3n2)cc1
  111	27	0.2	-2	3	-4	-1	-5	-3	-0.5
> CCn1c(SC(=O)NC2CCCCC2)nnc1-c1cccs1
  107	x	-0.6	2	6	-4	2	28	-17	-1.1
> O=C(COC(=O)C12CC3CC(CC(C3)C1)C2)Nc1ccc([N+](=O)[O-])cc1Cl
  102	x	3.4	6	-9	-2	7	19	-7	2.0
> O=C(NCc1ccco1)NC(=O)c1csc([N+](=O)[O-])c1
  111	-1	0.1	2	-8	2	-5	4	-4	1.5
> O=C(NC1C=CS(=O)(=O)C1)c1ccccc1 (centres undefined)
  87	0	-1.1	-6	10	-4	-22	13	1	-1.9
> COc1ccc(CN2C(=O)c3cccnc3C2=O)cc1S(=O)(=O)N1CCCCC1
  109	0	-0.1	5	5	-1	-6	5	0	-1.1
> O=C(c1ccccc1)C1C(c2ccccc2)C1[N+](=O)[O-] (centres undefined)
  112	5	-5.2	10	-8	2	5	-1	-1	1.5
> CN1CCN(C(=S)c2cn(Cc3ccc(F)cc3)c3ccccc23)CC1
  100	27	-0.2	1	18	3	-5	-23	5	-3.5
> Cc1c(C(=S)Nc2ccccc2)cnn1-c1ccc([N+](=O)[O-])cc1
  104	x	-0.4	5	-30	1	-6	1	-2	6.7

Quoted at random: two entries already listed, in no set order.
Below each SMILES – DSG3 Ab inh	Wnt act	LANA DNA inh	cardiac RTF act	MOR-DOR inv ag	V-ATPase pHluor	Cardiac RTF inh	Arrestin-AP2 inh	Keap1 Nrf2 FP	OPRM1-OPRD1 ag
> O=C(NC1C=CS(=O)(=O)C1)c1ccccc1 (centres undefined)
  87	0	-1.1	-6	10	-4	-22	13	1	-1.9
> O=C(c1cccc([N+](=O)[O-])c1)N1CCCC(C(=O)N2CCc3ccccc3C2)C1 (centres undefined)
  118	-2	-1.9	2	13	-2	-7	6	-3	-2.6

Carrying on.
Below each SMILES – DSG3 Ab inh	Wnt act	LANA DNA inh	cardiac RTF act	MOR-DOR inv ag	V-ATPase pHluor	Cardiac RTF inh	Arrestin-AP2 inh	Keap1 Nrf2 FP	OPRM1-OPRD1 ag
> Nc1nc(-c2ccc3c(c2)CCO3)cs1
  123	34*	0.6	-1	3	2	-6	-34	-2	-0.7
> COc1ccccc1-n1c(-c2ccco2)n[nH]c1=S
  92	5	1.1	2	6	3	3	-9	1	-1.4
> COc1ccccc1C(=O)COC(=O)CSC(C)C(=O)Nc1cc(C)on1 (centres undefined)
  104	-1	3.1	-1	19	4	-12	0	1	-3.6
> Cc1ccc(N2C(=O)CC(NCC3CCCO3)C2=O)cc1 (centres undefined)
  99	0	0.5	0	9	-2	-7	-26	-2	-2.0
> COc1ccc(NC(=S)N/N=C/c2ccc(F)cc2)cc1OC
  103	0	-1.9	-4	16	-1	-1	35	-2	-3.1
> CC1CC/C(=C\c2ccc3c(c2)OCO3)C(=O)/C1=C/c1ccc2c(c1)OCO2 (centres undefined)
  103	2	-1.3	-6	9	-2	4	-12	-2	-1.4
> NC(=O)C1CCN(c2cc(Cl)nc(N)n2)CC1
  111	-11	0.5	9	14	-1	4	3	-7	-2.7
> O=C(Cn1cnc2c(nnn2Cc2ccccc2F)c1=O)OCc1ccccc1
  106	x	-0.1	-4	10	0	-9	-8	-1	-1.9
> CCOC(=O)c1ccccc1NC(=O)Cn1cnc2c1c(=O)n(C)c(=O)n2C
  109	x	0.8	3	x	1	-24	-6	-2	x
> COc1ccc(CCNC(=O)c2ccccc2Cl)cc1OC
  105	-1	11	4	-3	-1	-4	24	-1	0.5

Below each SMILES – DSG3 Ab inh	Wnt act	LANA DNA inh	cardiac RTF act	MOR-DOR inv ag	V-ATPase pHluor	Cardiac RTF inh	Arrestin-AP2 inh	Keap1 Nrf2 FP	OPRM1-OPRD1 ag
> Cc1ccc(NC(=O)CN(C)C(=O)CN2C(=O)NC(C)(c3ccccc3)C2=O)cc1 (centres undefined)
  106	x	-1.7	-5	10	-2	-3	-8	-5	-1.9
> CCOC(=O)c1cccc(NC(=O)c2ccc(NC(=O)C3CCCO3)cc2)c1 (centres undefined)
  x	4	0.5	-4	4	3	-7	13	1	-0.6
> CC(C)C[C@@H](CN)NC(=O)c1nc[nH]c1C(=O)N[C@@H](C)C(=O)CNC[C@H](CC(C)C)NC(=O)c1nc[nH]c1C(=O)N[C@@H](CC(=O)O)C(=O)O
  102	-3	-0.9	-6	3	-1	-9	7	-2	-0.6
> CN(C)c1nc(-c2ccccc2)ncc1S(=O)(=O)c1ccccc1
  101	-2	1.5	6	5	-4	1	-6	-1	-0.9
> CC(=O)Oc1ccc(NC(=O)C2CCCCC2)c(C(=O)O)c1
  104	x	0.3	-3	17	2	-3	7	-2	-3.8
> COc1ccc2c(c1)c(N=NC(N)=S)c(O)n2CC(=O)c1ccccc1
  59*	0	0.0	-5	-110	-2	1	6	2	19*
> CCCCn1c(N)c(Sc2ccccc2)c(=O)[nH]c1=O
  105	0	0.0	-1	17	5	8	4	0	-3.2
> CCOC(=O)c1c(CN2CCC(C)CC2)n(C)c2cc(Br)c(OC)cc12
  114	40*	-2.2	0	-1	-3	4	-3	-3	0.2
> COC(=O)C(NC(=O)c1ccc(F)cc1)(Nc1ncc(S(=O)(=O)c2ccc([N+](=O)[O-])cc2)s1)C(F)(F)F (centres undefined)
  x	x	-2.1	-4	-56	-5	1	33	0	9.3
> CC1Cc2ccccc2N1C(=O)COC(=O)c1ccc(Br)o1 (centres undefined)
  122	-2	-0.7	-2	-4	0	-5	18	0	0.9

Below each SMILES – DSG3 Ab inh	Wnt act	LANA DNA inh	cardiac RTF act	MOR-DOR inv ag	V-ATPase pHluor	Cardiac RTF inh	Arrestin-AP2 inh	Keap1 Nrf2 FP	OPRM1-OPRD1 ag
> Cc1ccc(C)n1-c1ccc(C(=O)NN=C2CCCC2)cc1
  89	5	-0.2	6	5	1	-14	-15	2	-1.0
> Cc1ccc(Nc2n[nH]c(=S)s2)cc1F
  103	1	-16	-6	2	2	-1	2	-7	-0.5
> COc1ccc(O)c(CN2CCN(C/C=C/c3ccccc3)CC2)c1
  98	-3	1.3	-4	2	-3	-3	-2	-1	-0.4
> CN1c2ccccc2-c2nc3ccccc3n2C1c1ccncc1 (centres undefined)
  76	8	3.4	1	11	-4	-2	1	0	-2.0
> COC(=O)C(C)(C)ONC(=O)Nc1ccc(C)cc1
  100	2	0.7	-2	10	2	0	6	4	-1.7
> CCOCCCNc1nc(C)nc2c1nnn2Cc1c(F)cccc1Cl
  101	-6	1.7	2	7	1	-4	32	-2	-1.3
> Cc1cccc(NC(=S)NNC(=O)c2csc3c2CCCC3)c1
  103	x	1.1	2	11	-1	-5	12	-2	-2.0
> O=C(CCC(=O)N1CCCCC1)Nc1ccc(Cl)c(Cl)c1
  108	1	0.0	1	9	2	-2	85*	-1	-1.8
> COc1ccc(C2=Nn3c(nnc3C(F)(F)F)SC2)cc1
  101	-2	-2.3	4	-4	-2	-20	28	3	0.9
> O=C(Cn1nnc2ccccc2c1=O)N1CCCc2ccccc21
  107	x	0.9	-3	12	2	-5	-6	-1	-2.4
> O=C(c1cccc(Oc2ccc([N+](=O)[O-])cc2Cl)c1)N1CCCCC1
  82	-4	1.1	3	6	-1	-4	-8	-2	-0.9
